# Compound activity (PubChem BioAssay)
# NPYLR7 agonist = mosquito NPYLR7 agonism | HEK293T NPYLR7/Galpha15, GCaMP6s calcium fluorescence | hit rate 0.15% among 270,000 | activation, % at 10 µM; in the data active means activation above about 40%;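 further: 0% = vehicle and 100% = reference agonist at the receptor; some compounds past the cut are filed as inactive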
# hcGAS inh = blocks human cGAS activity; hit rate 0.081% among 290,000; AID 1259398; inhibition, % at 12.5 µM; Q8N884; recombinant h-cGAS, ATP depletion, Kinase-Glo luminescence;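 further: 0% = vehicle reaction and 100% = reaction without DNA for no activity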
# Target sequence (Q8N884 whole entry, looked up): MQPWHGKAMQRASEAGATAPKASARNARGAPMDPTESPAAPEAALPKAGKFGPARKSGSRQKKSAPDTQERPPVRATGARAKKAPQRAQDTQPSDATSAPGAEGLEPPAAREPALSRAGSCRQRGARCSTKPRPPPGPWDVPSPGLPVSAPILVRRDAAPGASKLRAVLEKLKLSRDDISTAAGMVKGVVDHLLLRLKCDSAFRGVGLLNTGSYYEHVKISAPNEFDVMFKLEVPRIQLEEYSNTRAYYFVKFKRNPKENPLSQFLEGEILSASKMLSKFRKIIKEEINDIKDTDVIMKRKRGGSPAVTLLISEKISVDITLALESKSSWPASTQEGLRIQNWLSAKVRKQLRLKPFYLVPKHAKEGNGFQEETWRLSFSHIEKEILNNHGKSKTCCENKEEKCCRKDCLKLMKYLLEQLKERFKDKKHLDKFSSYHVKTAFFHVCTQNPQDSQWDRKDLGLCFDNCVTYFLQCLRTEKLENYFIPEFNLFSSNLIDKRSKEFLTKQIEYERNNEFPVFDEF
# mcGAS lum = inhibitors of mouse cGAS; AID 1259399; inhibition, % at 12.5 µM; recombinant cGAS, Kinase-Glo ATP depletion luminescence; hit rate 0.15% among 160,000; Q8C6L5;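 further: 0% = negative control wells and 100% = reference inhibitor with no enzyme activity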
# * hit, by the source's call; x = not tested or not shown; & = joins results of further samples. Unless noted, no stated cut-off is given here; in the data, active means inhibition above about 40%; inactive means the rest.
# Below each SMILES – NPYLR7 agonist	hcGAS inh	mcGAS lum
Cc1cc(Br)ccc1NC(=O)CN(C)C(=O)c1cncn1-c1ccc(F)cc1
    -10	0	-4
Cc1c(C(=O)O)cnc2c([N+](=O)[O-])cnn12
    -12	41*	15
CC1(C)C2CCC1(CS(=O)(=O)O)C(=O)/C2=C\c1ccc(/C=C2\C(=O)C3(CS(=O)(=O)O)CCC2C3(C)C)cc1
    1	-2	x
CCOC(=O)CCc1c(C)nc2ncnn2c1N1CCN(C(=O)c2cc(Cl)nc(OC)c2)CC1
    x	6	-3
CCC/C=C/c1cccc(-n2cnnc2)c1
    0	3	x
CCCCN(CC(=O)Nc1cc(-c2ccccc2)nn1-c1ccc(OC)cc1)C(=O)c1ccc(C(F)(F)F)cc1
    1	-6	-5
COc1ccc(C(=O)NNC(=O)CSc2nnc(Cn3cnc4ccccc43)n2C)cc1
    -1	-6	x
CN(Cc1cnn(C)c1)C(=O)c1ccc(Oc2ccccc2)o1
    -2	4	x
CCc1noc(CNC2CS(=O)(=O)CC2N2CCCCC2)n1 (stereo not drawn)
    3	-14	x
Cc1cc(NC(=O)C(C)N2CCN(C(=O)N3CCOCC3)CC2)on1 (stereo not drawn)
    6	-5	x
CN1CCN(Cc2ccc(S(C)(=O)=O)cc2)CC1C(=O)O (stereo not drawn)
    15	-4	x
CCOC(=O)C1(C/C=C/c2ccccc2)CCCN(C(=O)CCc2c(C)nn(C)c2C)C1 (stereo not drawn)
    x	-6	-8
CC1NC(=S)N(C2CCN(S(C)(=O)=O)CC2)C1=O (stereo not drawn)
    9	-6	x
CCNC(=S)N1CCC(C(NC(=O)c2cccc(OC)c2)C(=O)NCCCOC)CC1 (stereo not drawn)
    -7	-4	-4
Cc1ccccc1CN(C)Cc1nc2c([nH]1)c(=O)n(C)c(=O)n2C
    10	-5	-6
O=C(Nc1ccc2c(c1)CCC2)C1=CC=CN2CCS(=O)(=O)N=C12
    -3	3	x
O=C(Cn1c(=O)n(-c2ccc(Cl)c(Cl)c2)c(=O)c2ccccc21)NCCN1CCOCC1
    4	-2	-9
O=c1[nH]c(SCc2cccc(C(F)(F)F)c2)nc2c1cnn2CCO
    3	-7	x
CCOC(=O)c1nn(-c2ccc(F)cc2)c(=O)cc1OS(=O)(=O)N(C)C
    -3	-5	-5
COCCN(Cc1cc(NC(=O)c2cccc(F)c2)ccc1N(C)C)C(=O)NC(C)(C)C
    -2	-6	-6

# The list goes on, overlapping the part above by 6 compounds.
# Below each SMILES – NPYLR7 agonist	hcGAS inh	mcGAS lum
Cc1ccccc1CN(C)Cc1nc2c([nH]1)c(=O)n(C)c(=O)n2C
    10	-5	-6
O=C(Nc1ccc2c(c1)CCC2)C1=CC=CN2CCS(=O)(=O)N=C12
    -3	3	x
O=C(Cn1c(=O)n(-c2ccc(Cl)c(Cl)c2)c(=O)c2ccccc21)NCCN1CCOCC1
    4	-2	-9
O=c1[nH]c(SCc2cccc(C(F)(F)F)c2)nc2c1cnn2CCO
    3	-7	x
CCOC(=O)c1nn(-c2ccc(F)cc2)c(=O)cc1OS(=O)(=O)N(C)C
    -3	-5	-5
COCCN(Cc1cc(NC(=O)c2cccc(F)c2)ccc1N(C)C)C(=O)NC(C)(C)C
    -2	-6	-6
Cc1nn(CO)c(C)c1Sc1ccc(Br)cc1
    5	-7	x
C#CCn1c(=NC(=O)C2CCCN2S(=O)(=O)c2cccs2)sc2c(OC)ccc(OC)c21 (stereo not drawn)
    -4	-3	-8
CCOC(=O)N1CCN(C(=O)CSc2ccc(-c3sc(C)nc3C)nn2)CC1
    -9	1	-5
Cc1ccc(-c2nc3cc(C)ccn3c2NC(=O)CC(C)CC(C)(C)C)cc1 (stereo not drawn)
    -5	5	1
O=C(CSc1ccccn1)N(Cc1ccco1)C1CCS(=O)(=O)C1 (stereo not drawn)
    9	-8	x
CCCc1nnc2c(C(=O)N[C@H](CO)Cc3ccccc3)cccn12
    -7	-3	x
CCn1cnnc1SCC(=O)Nc1ccc(CN2CCOCC2)cc1
    -2	-6	-9
O=C(Cc1csc(SCC(=O)c2ccccc2)n1)NCCC1=CCCCC1
    x	7	2
CN(CCc1ccccn1)C(=O)CN1C(=O)C(Oc2ccccc2)C1c1ccncc1 (stereo not drawn)
    0	-1	x
CC1c2cccn2CCN1CC(=O)Nc1ccc(CN2CCOCC2)cc1 (stereo not drawn)
    0	-7	-7
CN(Cc1ncc[nH]1)Cc1cn[nH]c1C(=O)O
    -9	-6	x
CCCCOc1ccc(-c2c(C#N)c(N)nc(SCc3ccc(Cl)cc3)c2C#N)cc1
    -2	0	-5
Cn1c(-c2ccccc2)c[n+]2c1CCCCC2
    2	4	-1
COc1ccc(Oc2cc(N3CCN(C(=O)CSc4ccccc4)C(C)C3)ncn2)cc1 (stereo not drawn)
    x	-10	-7
CCOC(=O)c1c(N)sc(C)c1CC
    1	-4	x
Cc1nn(-c2ccccc2Cl)c2sc(C(=O)OCc3nc4ccsc4c(=O)[nH]3)cc12
    -3	-3	x
CCOc1ccccc1C1c2cccn2CCCN1Cc1ccccc1C (stereo not drawn)
    15	-9	-5
COc1cc(F)c(S(=O)(=O)Oc2cccc3c2CCC3=O)cc1OC
    -4	-2	-9
COCC(=O)N1CCc2nc(N3CCOCC3)nc(Oc3ccc(F)cc3F)c2C1
    x	-4	-6
O=C(NC(c1ccc(-c2ccccc2)cc1)c1cnccn1)C1CCN(Cc2ccc(Cl)c(Cl)c2)CC1 (stereo not drawn)
    -1	2	-1

# Filtered by structure, the entries above containing a furan ring, fused or not.
# Below each SMILES – NPYLR7 agonist	hcGAS inh	mcGAS lum
CN(Cc1cnn(C)c1)C(=O)c1ccc(Oc2ccccc2)o1
    -2	4	x
O=C(CSc1ccccn1)N(Cc1ccco1)C1CCS(=O)(=O)C1 (stereo not drawn)
    9	-8	x

# Further compounds
# Below each SMILES – NPYLR7 agonist	hcGAS inh	mcGAS lum
O=C(NCCSCc1cccs1)Nc1cc(N2CCCC2=O)ccc1F
    16	1	x
COc1ccc(OC)c(NC(=O)C=Cc2ccc3c(c2)OCCCO3)c1
    1	-1	x
Cc1nnc(CN2CCCC2c2ccccn2)s1 (stereo not drawn)
    2	-8	-17
Clc1ccccc1-n1ncc2c1ncn1c(-c3ccccc3)nnc21
    3	-7	-7
CCOC(=S)SCC(=O)N(c1ccccc1)c1nccs1
    11	-6	x
O=C(Nc1nc2ccc(F)cc2s1)c1ccc(CN2CCOCC2)cc1
    1	-13	x
Cc1c(C)n2c3c(=O)n(Cc4ccc(F)cc4)c(=O)n(C)c3nc2n1CCCO
    -10	0	x
Cc1ccc(-n2c(C(C)N(CCc3ccccc3)C(=O)Nc3ccccc3F)nc3ccccc3c2=O)cc1C (stereo not drawn)
    30	-1	-5
CC(C)(C)C(=O)NC(NC(=S)Nc1cccc(C(=O)O)c1)C(Cl)(Cl)Cl (stereo not drawn)
    -15	-8	x
CC(=O)Nc1ccc(N2C(=O)CSC2c2ccccc2)cc1 (stereo not drawn)
    -5	1	x
Cc1ncc([N+](=O)[O-])n1CCNC(=S)Nc1c(Cl)cccc1Cl
    -9	-6	-5
CN1CCN(n2c3c(c(SCC(=O)N4CCN(c5ccccc5)CC4)nc2=O)CCC3)CC1
    -4	-6	-6
Cc1ccc(C2(O)CCN(CCSC(C)C)CC2)nc1
    7	-12	x
O=C(C1CCCN1C(=O)c1cc(F)ccc1F)N1CCSCC1 (stereo not drawn)
    11	-4	-12
CC(=NNC(=S)NC(C)C)c1cccs1
    -10	-7	x
CN(Cc1cccc(O)c1)C(=O)C1CCCCC1C(F)(F)F (stereo not drawn)
    5	0	x
O=C(c1cccc(C(F)(F)F)c1)N(CC(=O)N1CCc2sccc2C1c1ccc(Cl)cc1)C1CC1 (stereo not drawn)
    29	-6	-6
CC(C)Oc1ncccc1CNCC1CNc2c(C(N)=O)cnn2C1 (stereo not drawn)
    4	-18	x
CC(C)C(=O)Nc1nn(Cc2ccc(CN3C(=O)CN(C)C(=O)c4ccccc43)cc2)c2ccccc12
    17	-4	-5
Cc1c(C(=O)N2CCCCC2C)c(C(F)(F)F)nn1C1CCCN(C)C1 (stereo not drawn)
    -6	1	x
Cc1ccc(C(=O)NCCOc2ccc(-c3ccc(F)cc3)nn2)cc1
    -3	-11	-8
COc1ccnc(N2CCCN(C(=O)c3ccc[nH]c3=S)CC2)n1
    7	-4	-12
Cn1nnnc1NCc1ccc2c(c1)OCCO2
    1	-5	x
CCc1oc(C(=O)N2CCCC(O)(CO)CC2)cc1CN(CC)CC (stereo not drawn)
    3	-9	-9
O=C(c1ccccc1Cl)N1N=C(c2ccccc2)CC1c1nc2ccccc2[nH]1 (stereo not drawn)
    1	-5	x
CC(C)(O)C#Cc1cccc(C(=O)NCCc2c[nH]c3ccccc23)c1
    10	-4	-17
O=C(NCCCOc1cccnc1)c1nc(N2CCCC2)nc2c1CCCC2
    8	-9	-11
CCCSc1ncccc1C(=O)N1CCN(c2c(-c3ccc(OC)cc3)cnc3ncnn23)CC1
    x	-8	-9
COc1ccc2nc(N(Cc3ccccc3)C(=O)C3=COCCO3)sc2c1
    0	-8	-9
O=C(NC(=O)c1cccc(C(F)(F)F)c1)OC1CCS(=O)(=O)C1 (stereo not drawn)
    1	-6	x
COC(=O)C1CCN(c2nc(-c3ccccc3C(F)(F)F)cs2)CC1
    2	-1	x
Cc1cccc(NC(=O)NC(=O)CN2C(=O)c3ccccc3S2(=O)=O)c1C
    8	0	x
CC(C)c1cccc(C(C)C)c1NC(=O)Nc1ccc(N2CCc3ccccc3C2)c(C(=O)NCc2cccnc2)c1
    19	-7	-5
Cc1ccc(-n2nc(-c3ccccc3)cc2NC(=O)CN(CC(C)C)S(=O)(=O)/C=C/c2ccccc2)cc1
    6	-6	-5
CCOC(=O)c1ccc2c(c1)nc(SCc1ccc(Br)cc1F)n2CCCOC(C)C
    8	-2	-6
CC1(C)O[C@@H]2C[C@@](OCc3ccc(C#N)cc3)(C(=O)NCC3CC3)CC(OCc3cccc(Cl)c3)[C@@H]2O1 (stereo partly drawn)
    1	-3	-3
CCOC(=O)CCCSc1nnc(-c2ccccc2Cl)n1-c1ccccc1C
    x	1	1
COc1ccc(CN2CCN(C(=O)c3cn4cc(-c5cc(C)c(OC)c(C)c5)ccc4n3)CC2)cc1
    x	-4	-6
C/C(=C\c1ccco1)CN1CCCC1c1c(C)noc1C (stereo not drawn)
    6	-1	-7
O=C(Nc1ccnn1Cc1cccc2ccccc12)c1cc[nH]c(=O)c1
    -2	-3	x

# One compound at a time, as listed above. Screens in order: NPYLR7 agonist | hcGAS inh | mcGAS lum
# O=C(Nc1ccnn1Cc1cccc2ccccc12)c1cc[nH]c(=O)c1 is listed with -2 | -3 | x
# Cc1cccc(NC(=O)NC(=O)CN2C(=O)c3ccccc3S2(=O)=O)c1C is listed with 8 | 0 | x

# The list goes on.
# Below each SMILES – NPYLR7 agonist	hcGAS inh	mcGAS lum
CC(C)c1ccc(/C=N\Nc2ncnc3nc[nH]c23)cc1
    -1	-11	x
Cc1ccc(-c2nc(CSc3nc(C)c(C)c(=O)[nH]3)c(C)o2)cc1
    0	-6	-8
CN(C)CCCN1C(=O)C(O)=C(C(=O)c2cccs2)C1c1cccs1 (stereo not drawn)
    8&-5	-4&-5	x
Cc1cccc(CN(CCN2CCOCC2)Cc2ccc(C(O)(c3cccc(F)c3)c3cccc(F)c3)o2)c1
    4	0	-3
COc1cccc(Cc2nsc(N3CCC(C(=O)NCCc4ccc(Cl)cc4Cl)CC3)n2)c1
    20	-9	-4
Cc1ccc(OCC(=O)Nc2nnc(C)s2)c(C)c1
    -5	1	-2
O=C(NC1CCc2ccccc21)C1CSCN1C(=O)C1CCC1 (stereo not drawn)
    -24	-1	x
CC1CC(C)CN(S(=O)(=O)N2CCCC(NS(C)(=O)=O)C2)C1 (stereo not drawn)
    1	-2	x
CCCCN(C)c1c(C)nc2c(OCCOc3ccccc3)cccn12
    5	-2	-4
CN(Cc1ccc2c(c1)OCO2)Cc1cc2n(n1)CCNC2
    2	1	-18
CCCCOc1ccc(C(=O)N2CCC(C(=O)NC3CCCC[C@H]3NC(=O)c3ccccc3C)CC2)cc1 (stereo partly drawn)
    1	2	0
CCOC(=O)CCc1c(C)nc2ncnn2c1N1CCC(c2ccccc2)CC1
    x	-4	-6
COc1ccc(C2CC(c3ccc(C)cc3C)=NN2C(=O)CN2CCN(Cc3ccccc3)CC2)cc1 (stereo not drawn)
    19	2	1
CCOc1ccc(-c2ccc(=O)n(CCNS(=O)(=O)CC)n2)cc1
    -1	-6	-9
COc1cccc(-c2nc3ccc(C(=O)N(C)CC(O)c4ccccc4)cc3o2)c1 (stereo not drawn)
    1	-6	x
O=C(NCc1cccnc1)NC1COc2c1ccc(Cl)c2Cl (stereo not drawn)
    -4	1	x
CC(c1ccccn1)N(C)Cc1ccc(-n2ccnc2)cc1 (stereo not drawn)
    -2	-3	x
c1ncn(-c2ccc(COc3ccc4c(C5CC5)noc4n3)cc2)n1
    5	-8	-7
O=C(C1CCCC1)N(Cc1nccn1Cc1ccc(Cl)cc1Cl)CC1CCCO1 (stereo not drawn)
    7	-6	-4
CCOC(=O)C1CCCN(C(=O)c2nn(-c3ccc(C)c(Cl)c3)c(=O)n(Cc3cccc(OC)c3)c2=O)C1 (stereo not drawn)
    15	-5	-5
CC(=O)Nc1ccc(-c2ccccc2NC(=O)CN)cc1
    x	-5	-16
CN(CC1CCN(CCc2ccc(F)cc2)CC1)C(=O)c1ccc2c(c1)OCO2
    3	-2	x
COc1ccc(C)cc1N1CCN(C(=O)c2ccc(Cl)cc2Cl)C(C)C1=O (stereo not drawn)
    -10	-4	-6
O=C1CC2(Oc3ccccc3O2)C(=O)NN1
    -9	-2	x
CCCOC1CCCN(C(=O)COc2ccc(Cl)cc2)C1 (stereo not drawn)
    -3	-5	x
